# Screens from PubChem BioAssay.
# TAG inh: reduces triacylglycerol accumulation in H9c2 cells | Nile Red lipid (TAG) fluorescence; cells loaded with 200 µM oleic acid | hit rate 0.66% among 230,000 | AID 651582 | inhibition, % at 12.5 µM;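 active = pattern-corrected inhibition of lipid staining of at least 50% with the nuclear-stain viability signal not falling by more than 50%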;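 note: 0% = DMSO wells and 100% = triacsin C control wells; some results filed as inactive read as strong as hits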
# TAG inh DAPI viability: recorded beside TAG inh, whose call it bears; DAPI nuclei signal change (viability), lower = more cytotoxic, %;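 whole-well DAPI fluorescence read on a plate reader as a viability signal; minus 50 percent equals half of cells still viable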
# The depositor's hits bear a star.
# Every second line gives: TAG inh | TAG inh DAPI viability
Cc1cccc(NC(=O)Cn2cnc3c(oc4ccccc43)c2=O)c1C
→ 8 | -3
CCOC(=O)c1sc(NC(=O)COC(=O)c2ccco2)nc1C
→ -12 | -7
CCOC(=O)CC1C(=O)NCCN1S(=O)(=O)c1ccc(Br)cc1 (stereo not drawn)
→ 2 | -12
CC(C)OC(=O)c1c(NC(=O)CCC(=O)O)sc2c1CCCCC2
→ -14 | 4
COc1ccc(C(=O)Nc2ccc(O)c3c(=O)cc(-c4cccc(Cl)c4)oc23)cc1
→ 8 | 2
Cc1ccc(NC(=O)CS(=O)CC(=O)NCC2OCCc3ccccc32)c(C)c1 (stereo not drawn)
→ -12 | 23
CCN(CC)CCN1C(=O)C(=O)/C(=C(/O)c2cccc(OC)c2)C1c1ccccn1 (stereo not drawn)
→ -15 | 9
CCOc1cc(C2C(C#N)=C(N)OC3=C2C(=O)CC(C)(C)C3)cc([N+](=O)[O-])c1O (stereo not drawn)
→ 6 | -9
Cc1ccc(/C=C/C(=O)c2cc(Br)ccc2OC(=O)c2ccco2)cc1
→ -3 | -19
O=C(Nc1ccc(Cl)cc1Cl)NC1CCN(S(=O)(=O)c2ccc(F)cc2)CC1
→ -7 | 2
Cc1ccc(C(=O)NCCN2CCOCC2)cc1S(=O)(=O)N1CCCCC1
→ -14 | -2
O=C(O)CC1(CC(=O)Nc2ccc(Br)cc2)CCCCC1
→ -1 | -1
CCN(CC(=O)Nc1ccccc1OC)C(=O)CN1C(=O)NC(C)(c2ccc3ccccc3c2)C1=O (stereo not drawn)
→ -16 | -1
CC(C)OC(=O)c1cc(=O)[nH]c2ccccc12
→ 6 | -4
CCc1nnc(NC(=O)c2cc3c(s2)CCCCC3)s1
→ 50* | -5.9*
CC1(C)CC(=O)C=C(c2ccc3[nH]ccc3c2)C1
→ 2 | -1
C/C(CC(=O)Nc1cc(C)ccn1)=N\NC(=O)c1cccc(C)c1
→ -8 | 3
COc1ccc(S(=O)(=O)N2CCOCC2)cc1NC(=O)CSc1n[nH]c(C(C)C)n1
→ 2 | 1
CCOC(=O)C1=C(COC(=O)c2ccc(C)s2)NC(=O)NC1C (stereo not drawn)
→ -14 | 1
O=C(c1ccco1)N1CCN(S(=O)(=O)c2ccccc2[N+](=O)[O-])CC1
→ 14 | -15
O=C(COC(=O)c1ccc(O)cc1O)Nc1ccc(Cl)cn1
→ -4 | 0
CC(=O)c1ccc(NC(=O)c2ccc(CNc3c(N4CCOCC4)c(=O)c3=O)cc2)cc1
→ 17 | -15
CCN(CC)CCC(=O)N1c2ccccc2CCc2ccc(NC(=O)OC(C)C)cc21
→ -1 | 6
CC(=O)NCCNc1nc2cc(-c3ccc(C)cc3)sc2c(=O)n1C
→ 31 | 6
CCN(CC)c1nc(C(N)=O)cc(-c2ccccc2)n1
→ 7 | 1
Cc1c(CN2CCC(CO)(CCOc3ccccc3)CC2)[nH]c2ccc(Cl)cc12
→ 35 | 13
Cc1ccc(C(=O)N/C(=C/c2cn(-c3ccccc3)nc2-c2ccccc2)C(=O)O)cc1
→ 22 | -18
CCCNS(=O)(=O)c1ccc(OCC(=O)Nc2ccc3c(c2)OCCO3)c(C)c1
→ 20 | 1
CCCCN1C(=O)C(O)(CC(=O)c2ccccc2OC)c2ccccc21 (stereo not drawn)
→ -7 | -9
CCOc1ccc(OCc2ccc(C(=O)N3CCCCC3)o2)cc1
→ -1 | 1
COc1ccc(C(=O)COC(=O)c2sccc2C)cc1OC
→ -22 | 7
Cc1ccc(CNc2ccc([N+](=O)[O-])cc2C(N)=O)cc1
→ -3 | -2
O=C1C(N2CCOCC2)=Cc2cccc3cccc1c23
→ 9 | 19
O=C(CCc1nc2ccccc2c(=O)[nH]1)NNC(=O)c1ccccc1Cl
→ 3 | -1
COc1cccc(-c2cc(NC=O)c3ncc(-c4ccc(F)c(Cl)c4)n3c2)c1
→ 3 | 0
CCC(C)c1ccc(NC(=S)NC2CCN(Cc3ccccc3)CC2)cc1 (stereo not drawn)
→ 20 | 20
NCCCn1c(C(=O)c2ccc(Cl)cc2)c2ccc(C(F)(F)F)cc2[n+]1[O-]
→ -3 | 7
COc1ccc(Cl)cc1C(=O)NNC(=O)c1csc(N2CCOCC2)n1
→ -2 | -2
CCC(=O)Nc1cc(OC)cc(OC)c1
→ 0 | -6
O=C(N/N=C/c1ccc(O)cc1O)c1ccc(CN2C(=O)c3cccc4cccc2c34)cc1
→ 7 | -15
CC(=O)c1ccc(OCC(C)C)c(Cc2c(O)nc(N)[nH]c2=O)c1
→ -10 | 2
CCOc1ccc(CCNC(=O)Cc2ccc(NC3=NC4CS(=O)(=O)CC4S3)cc2)cc1 (stereo not drawn)
→ 4 | -9
O=C(CCNC(=O)Cn1ccc2ccccc2c1=O)NCCN1CCN(c2ccccc2F)CC1
→ 3 | -2
CCOc1ccc(S(=O)(=O)N2CCCCC2)cc1NC(=O)CCc1ccc(OC)cc1
→ 8 | -6
Cc1cc(C)cc(N(CC(=O)NC2CCCCC2)C(=O)CCC(=O)Nc2cc(C)ccn2)c1
→ -19 | 0
COc1ccc(-c2csc(NC(=O)c3ccco3)n2)cc1
→ -25 | 2
Cc1ccc(C(=O)NCc2ccc(Cl)cc2)o1
→ 10 | -13
O=C1NC(=O)C2(CCCc3ccc([N+](=O)[O-])cc32)N1 (stereo not drawn)
→ 0 | -7
Cc1cccc(Oc2ccccc2NC(=O)C2=COCCO2)c1
→ -15 | -8
CC(O)(c1ccc(F)c(F)c1)c1nc(/C=C/c2ccc(C(F)(F)F)cc2)cs1 (stereo not drawn)
→ -4 | -3

# (next part)
# Every second line gives: TAG inh | TAG inh DAPI viability
COc1ccc(-c2nc(CS(=O)CC(=O)NCc3ccccn3)c(C)o2)cc1 (stereo not drawn)
→ -4 | 1
COc1ccc(C2C(C(C)=O)=C(O)C(=O)N2c2ccc(F)cc2)cc1 (stereo not drawn)
→ 6 | 3
CN(C)S(=O)(=O)c1ccc(NC(=O)CSc2n[nH]c(=O)n2C2CC2)cc1
→ -12 | -1
O=C(Nc1cccc(-c2cccc(Cl)c2)c1)C1CCN(Cc2nccs2)CC1
→ -26 | 23
COc1ccc(OCC(=O)Nc2ccc(OC)c(S(=O)(=O)N3CCCCC3)c2)cc1
→ -1 | -9
COc1ccccc1N1CCN(c2cc(=O)n(-c3ccc(Cl)cc3)c(=O)[nH]2)CC1
→ 9 | 1
O=S(=O)(c1ccc(F)cc1F)N1CCN(CCO)CC1
→ 15 | -5
CC(CCC(=O)O)C1CCC2C3CCC4CC(O)CCC4(C)C3CC(O)C12C (stereo not drawn)
→ 6 | 3
Cc1cc(C)cc(N=c2c([N+](=O)[O-])nn(-c3ccc4c(c3)OCCO4)n2O)c1
→ 4 | -5
CCOc1cccc(OCCOc2ccccc2[N+](=O)[O-])c1
→ 1 | -5
Cc1ccc(NC(=O)c2cc(NC(=O)C3CC=CCC3C(=O)O)ccc2N2CCOCC2)cc1Cl (stereo not drawn)
→ 4 | 4
Cc1ccc(NC(=O)c2ccc3ccccc3n2)nc1
→ -11 | 2
CC1C(=O)N(Cc2cn(Cc3ccco3)nn2)CCS(=O)(=O)N1Cc1ccc(-c2ccccc2)cc1 (stereo not drawn)
→ 15 | -1
COc1ccccc1CNS(=O)(=O)CCNCCc1ccccc1
→ 2 | -1
COC(=O)C1=C(C)NC(=O)NC1c1ccc(OC)c(OC)c1 (stereo not drawn)
→ 1 | 1
N#Cc1c(-c2cccs2)cc(C2CC2)nc1SCC(N)=O
→ -4 | 5
O=C(c1ccc(S(=O)(=O)N2CCOCC2)cc1)N(c1ccccn1)C1CCCCC1
→ 6 | -4
O=C(NCc1nc2ccccc2[nH]1)C1=C[C@@H](C2CCCCC2)C[C@@H](OCCCCO)O1
→ -1 | 5
NC(=O)CC(NC(=O)Cc1ccc(Br)cc1)c1ccc(N2CCC(N3CCCC3)CC2)c([N+](=O)[O-])c1 (stereo not drawn)
→ 0 | 0
CCSc1ccc(-c2ccc(C)cc2)nn1
→ 1 | -1
COc1ccc(CN2CCC(n3nccc3NC(=O)C3CC3)CC2)c(Cl)c1OC
→ -9 | 7
CN(CC(=O)Nc1ccc(Cl)c(C(F)(F)F)c1)C(=O)Cc1cccs1
→ -63 | -6
Nc1cc(=O)nc(SCc2ccccc2)n1Cc1ccco1
→ 5 | 1
Cc1cccc(C)c1NS(=O)(=O)c1ccc(F)cc1
→ -5 | -5
CCOC(=O)C1(C)/C(=N/Nc2ccc(Cl)cc2)C(=O)C(=O)N1c1ccccc1 (stereo not drawn)
→ -16 | 4
COc1ccccc1-c1nn(Cc2ccccc2)cc1C(=O)N1CCN(c2ncccn2)CC1
→ 12 | -19
C[C@@H](NC(=O)c1nc[nH]c1C(=O)NCc1ccccc1)c1ccccc1
→ -17 | 5
Cc1ccc(O)c(C(CC(=O)NCc2ccco2)c2ccccc2)c1 (stereo not drawn)
→ -11 | 8
Cc1cc2c(cc1S(=O)(=O)Nc1cccc(F)c1)n(C)c(=O)c(=O)n2C
→ -8 | -3
COc1ccc(-c2ccc(=O)n(CC(=O)NCC3COCCO3)n2)cc1 (stereo not drawn)
→ 5 | -3
Cc1cccc(N2CC3=C(C2=O)C(c2ccccc2)NC(=O)N3C)c1 (stereo not drawn)
→ 13 | 2
CC1(C)CC(=O)C2=C(C1)OC(N)=C(C#N)C21C(=O)N(CN2CCOCC2)c2ccccc21 (stereo not drawn)
→ -8 | 7
CC1CN(C(=O)CCC(=O)N2CCN(c3ccccn3)CC2)c2ccccc2O1 (stereo not drawn)
→ -37 | -8
CCN1/C(=C/c2ccc3cc(C)ccc3[n+]2CC)Sc2cc(C)c(C)cc21
→ -99 | -12
CCNC(=O)C1(C)CCCN(Cc2ccc(-c3ccccc3)o2)C1 (stereo not drawn)
→ -7 | 18
Cc1noc(C)c1C(=O)OC(C)C(=O)Nc1ccc2c(c1)OCO2 (stereo not drawn)
→ 2 | -6
COc1ccccc1C(=O)NC(=S)Nc1ccc(N2CCOCC2)cc1
→ -23 | 6
CCC(Oc1ccccc1)C(=O)Nc1cc(C)on1 (stereo not drawn)
→ -14 | -3
CCOC(=O)CSC1=NC(=O)/C(=C/c2ccc(Br)cc2)S1
→ -4 | 1
CC(=O)Oc1ccc(Cn2c(C)c(C(=O)NCc3ccccc3C(F)(F)F)sc2=O)cc1
→ 7 | -3
CCOC(=O)C1CCN(C(=O)CSc2c3c(nc4ccccc24)CCC3)CC1
→ 3 | 9
O=C(O)c1ccccc1C(=O)NNc1cccc(Cl)n1
→ -6 | -4
CCOC(=O)c1cc(-c2ccc(OC)cc2)nc2c1c(C)nn2CCC(N)=S
→ 13 | 37
Cc1ccc(C(=O)OCC(=O)N2CCC(Cc3ccccc3)CC2)cc1N
→ -19 | -3
CCO/C=C1\C(=O)N(CC)c2ccccc21
→ -4 | -7
COc1ccc(NC(=O)N(C)[C@H]2C[C@H]3c4[nH]c5ccccc5c4CCN3C[C@H]2[C@H](C)O)cc1
→ -1 | -4
Cc1ccc(C)c(S(=O)(=O)N2CCN(c3nc(CN4CCOCC4)nc4sc(C)c(C)c34)CC2)c1
→ -12 | 3
Cn1c2c(c(=O)[nH]c1=O)C(NC(=O)c1ccco1)(C(F)(F)F)C(=O)N2 (stereo not drawn)
→ -10 | 12
CNc1ccc2ncc(-c3cccc(C(=O)N(C)C)c3)n2n1
→ -5 | 8
CC1CCCC(C)N1C(=O)CSc1nc2ccccc2c(=O)[nH]1 (stereo not drawn)
→ -1 | 1

# Further structures follow.
# Every second line gives: TAG inh | TAG inh DAPI viability
CC(Sc1nccn1C)C(=O)c1c(N)n(C)c(=O)n(C)c1=O (stereo not drawn)
→ -7 | 3
CCN(CCn1cccn1)C(=O)c1cc(COc2ccccc2SC)on1
→ 6 | -8
O=C(CN1C(=O)COc2ccccc21)Nc1ccc(F)cc1
→ -13 | 1
COC(=O)[C@H](CC(C)C)N(Cc1ccccc1)S(=O)(=O)N(Cc1ccc(OC)cc1)[C@@H](CC(C)C)C(=O)OC
→ 6 | 18
CCOc1cccc(CN2CCC(n3nccc3NC(=O)CCCc3ccccc3)CC2)c1
→ 19 | 3
Cc1ccc(NC(=O)c2cccs2)cc1S(=O)(=O)Nc1cccc(Cl)c1
→ -11 | -1
CCOc1cc(NC(=O)c2ccccn2)c(OCC)cc1NC(=O)c1ccc(C)cc1
→ -3 | 65
O=C(Nc1ccccc1-c1ccccc1)c1ccc(Cl)c([N+](=O)[O-])c1
→ 0 | 7
COc1ccc(-c2nnc3ccc(SCC(=O)N4CCCC4)nn23)cc1
→ -5 | -20
CCC(C)C(CO)NCCCn1cnc(C(=O)Nc2ccc(C)c(C)c2)n1 (stereo not drawn)
→ 15 | 3

# Record cards (already shown). Order of values: TAG inh	TAG inh DAPI viability
# O=C(NCc1nc2ccccc2[nH]1)C1=C[C@@H](C2CCCCC2)C[C@@H](OCCCCO)O1 reads -1	5
# CCOC(=O)c1cc(-c2ccc(OC)cc2)nc2c1c(C)nn2CCC(N)=S reads 13	37
# CCN(CC)CCC(=O)N1c2ccccc2CCc2ccc(NC(=O)OC(C)C)cc21 reads -1	6
# Cc1ccc(C)c(S(=O)(=O)N2CCN(c3nc(CN4CCOCC4)nc4sc(C)c(C)c34)CC2)c1 reads -12	3
# Cc1cccc(Oc2ccccc2NC(=O)C2=COCCO2)c1 reads -15	-8

# The main list resumes, starting 2 compounds before the break.
# Every second line gives: TAG inh | TAG inh DAPI viability
COc1ccc(-c2nnc3ccc(SCC(=O)N4CCCC4)nn23)cc1
→ -5 | -20
CCC(C)C(CO)NCCCn1cnc(C(=O)Nc2ccc(C)c(C)c2)n1 (stereo not drawn)
→ 15 | 3
CCOC(=O)c1sc(-c2ccc(C)cc2)c(C#N)c1C
→ -6 | 2
CC(C)=CC(=O)OCC(=O)Nc1ccc(SC(F)F)cc1
→ -18 | 8
COc1ccccc1C(=O)NCCC(=O)NC1CCCCCC1
→ 3 | -3
COc1ccc(/C=N\n2nnc3ccccc32)cc1
→ 27 | -14
Cc1nnc(SCC(=O)Nc2ccc3[nH]c(=O)[nH]c3c2)s1
→ -14 | 5
Cc1ccc(C(=O)N2CCN(c3cccc(C)c3C)CC2)cc1S(=O)(=O)N1CCOCC1
→ -15 | 11
CC1(C(=O)NS(=O)(=O)C2CC2)CCCN(C(=O)c2ccc3ccccc3c2)C1 (stereo not drawn)
→ -6 | 9

# Only part of the results is shown; count on the stated rates, not on these rows.
